# Screens: PubChem BioAssay, several laboratories
# TcdB GH inh: inhibitors of Clostridioides difficile toxin B glycohydrolase; TcdB glycohydrolase enzymatic assay, plate reader; inhibition, % at 9.99 µM; actives 0.24% (n = 350,000); AID 652162; in the data active means inhibition above about 10%
# Anthrax LF prot: inhibitors of Bacillus anthracis lethal factor protease. P15917. multiplex microsphere protease cleavage assay, LF. inhibition, % at 10 µM. actives 0.12% (n = 360,000). AID 588501; further: plate controls were buffer without enzyme for full effect and enzyme alone for no effect
# CCHF vOTU inh: blocks the CCHF virus ovarian tumor domain protease; CCHFV vOTU protease, Pep-AMC fluorescence; actives 0.55% (n = 370,000); inhibition, % at 11.5 µM; in the data active means inhibition above about 30%; further: 0% = vehicle wells with enzyme and 100% = no enzyme wells
# BoNT A protease: BoNT A light chain protease inhibition. AID 588499. multiplex microsphere protease substrate cleavage, flow cytometry. inhibition, % at 10 µM. actives 0.17% (n = 360,000); further: plate controls were buffer without enzyme for full effect and enzyme alone for no effect
# PfHsp40 rescue: rescue of PfHsp40-mediated yeast toxicity; S. cerevisiae expressing PfHsp40, growth rescue, ATP luminescence; growth rescue, % at 12.5 µM; actives 0.68% (n = 340,000); in the data active means growth rescue above about 28%, passing the limit was not always enough; inconclusive means no clear call, values can overlap the other calls;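 further: yeast W303a lacking pdr1 and pdr3 grown in galactose medium; growth measured after three days at 30 °C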
# Yp Topo-I inh: blocks Yersinia pestis topoisomerase I activity; Y. pestis Topo-I cleavage product accumulation, plate reader; activity, % at 10 µM; actives 0.064% (n = 360,000); AID 504884; in the data active means activity above about 50%, passing the limit was not always enough; inconclusive means no clear call, values can overlap the other calls; further: inactives centre near 2
# BoNT F protease: inhibitors of Botulinum neurotoxin F light chain protease. Multiplex microsphere protease cleavage assay, flow cytometry. inhibition, % at 10 µM. actives 0.22% (n = 360,000). AID 588497; in the data active means inhibition above about 35%, passing the limit was not always enough; inconclusive means no clear call, values can overlap the other calls; further: plate controls were buffer without enzyme for full effect and enzyme alone for no effect
# FadD28 FP inh: M. tuberculosis FadD28 bisubstrate binding inhibition. FadD28 bisubstrate probe binding, fluorescence polarization. inhibition, % at 12.5 µM. actives 0.22% (n = 360,000). AID 588549; in the data active means inhibition above about 8.5%, passing the limit was not always enough; inconclusive means no clear call, values can overlap the other calls
# PrPC surface inh: cell surface PrPC inhibition, primary TR-FRET screen; actives 0.43% (n = 370,000); P04156; inhibition, % at 13.8 µM; TR-FRET read-out; in the data active means inhibition above about 24%; further: 0% = median of the test wells and 100% = reference compound wells
# Starred values were filed as active, the others as inactive; ? = inconclusive; / = no result given. Unless noted, no stated cut-off is given here; in the data, active means inhibition above about 30%; inconclusive means no clear call, values can overlap the other calls; inactive means below that.
Structure	PrPC surface inh	Anthrax LF prot	Yp Topo-I inh	CCHF vOTU inh	TcdB GH inh	BoNT A protease	BoNT F protease	FadD28 FP inh	PfHsp40 rescue
CC(=O)NCCn1ccc2ccccc21	1	3	-2	1	/	-0.5	-8	-1.4	-1.8
COC(=O)c1c(N)sc(C(=O)NCCc2ccccc2)c1C	13	4	1	7	1.3	1.2	?	-4.0	-1.0
Oc1ccc(C2=NNC(c3ccc(O)cc3)=NN2)cc1	-1	2	6	4	1.3	-0.6	14	0.0	0.1
O=C1NC(=O)[C@]2(Cc3ccccc3N3CCN(c4ccccc4)CC32)C(=O)N1Cc1ccccc1 (stereo not given in full)	-1	1	2	18	/	2.2	6	0.9	-0.5
O=S(=O)(c1ccccc1)c1ccc(NCc2ccco2)cc1	4	-4	-11	9	/	-1.5	-8	-0.8	-0.9
Cc1ccccc1-n1nnnc1SC(C)C(=O)NC1CCCc2ccccc21 (stereo not given)	6	-3	13	3	/	1.9	8	-2.2	5.1
COc1ccc(OC)c(NC(=O)CCN2CCCCCC2)c1	-1	-8	-3	2	/	1.4	-46	1.2	-0.2
C=CCn1c(COc2ccc(F)cc2)nnc1SCC(=O)N1CC(=O)Nc2ccccc21	-3	1	26	10	/	-4.4	-4	-2.9	0.4
COc1ccc(Cn2c(O)c(/C=C3/C=CC=N3)c(=O)[nH]c2=O)cc1	0	-10	8	10	3.0	-0.1	-5	-4.3	4.1
COc1ccc2nc(Cl)c(C3CC(c4ccco4)=NN3C(=O)CCC(=O)O)cc2c1 (stereo not given)	-6	2	7	7	/	0.0	3	-2.9	-0.1
COC(=O)c1sccc1NC(=O)c1ccccc1Br	-1	1	2	-1	3.1	-0.7	-15	-2.8	0.9
Cc1cc(C2C(=O)C(C(=O)c3ccc(Cl)cc3)C(=O)CC2(C)C)on1 (stereo not given)	1	3	0	2	/	-2.3	-8	-1.1	4.7
CCOc1ccc(C2C(C#N)=C(N)Oc3n[nH]c(C)c32)cc1OC(=O)C1CC1 (stereo not given)	-9	-10	0	-7	/	-1.7	-10	-1.0	-1.2
CCn1c(C)nc2cc(C#N)ccc21	2	-2	2	3	-1.7	-0.1	-2	-3.3	0.3
CC(=O)CC(=O)Nc1nc(C)cc(C)n1	1	-8	-8	-10	0.7	-1.4	-2	-3.9	0.6
O=C(Cn1c(=O)n(Cc2ccccc2)c(=O)c2ccccc21)NCc1ccco1	1	0	0	-18	/	2.3	30	-0.7	-0.6
CCOC(=O)c1cccc(C(=O)Nc2nc3ccc(OC)cc3s2)n1	6	0	6	20	0.0	-1.3	-6	0.5	-1.2
Cn1c(O)c(C=Nc2ccccc2Sc2ccccc2)c(=O)n(C)c1=O	4	-1	1	-14	/	0.0	-6	-1.0	-1.3
COc1ccc(NC(=O)c2c3c(nc4ccccc24)CCC3)cc1	-11	-3	11	17	/	-1.7	-9	0.8	-1.3
O=C(NNC(=O)c1ccc([N+](=O)[O-])cc1)c1ccc(F)cc1	-28	-13	-2	-3	1.2	-0.6	-3	-1.4	-0.1
NC(=S)N/N=C/c1ccccc1OC(=O)c1cc2ccccc2oc1=O	-2	0	3	0	0.9	0.6	2	-0.4	0.0
CCCCCCCCCCCCN1[C@@H](CC(=O)OC)c2cc(F)ccc2S1(=O)=O	-2	-1	7	9	2.0	0.5	-9	-1.3	6.9
O=C(O)c1ccc(CSc2nnc(SCc3ccccc3)s2)cc1	7	-4	7	23	/	-0.5	0	-5.9	0.3
Cc1ccc(C(C(=O)Nc2ccc(C(C)C)cc2)N(C)C(=O)c2ccc(=O)[nH]c2)cc1 (stereo not given)	1	0	4	6	1.0	0.0	4	-2.9	1.0
COc1ccc(C(=O)OCC(=O)NC(=O)NC2CCCC2)c(O)c1	0	-1	-4	3	-0.5	-0.4	-5	-1.5	1.6
CCCC(=O)Nc1c(-c2cccc(OC)c2)c(=O)c2ccccc2n1C	-2	-2	9	3	-0.5	-1.2	-3	1.3	4.0
COc1ccc([C@@H]2Sc3ccccc3N(CCN(C)C)C(=O)[C@@H]2OC(C)=O)cc1	5	-4	9	-6	1.2	0.5	-2	-0.1	-0.6
O=C(O)c1ccccc1SC1CC(=O)N(c2ccccc2)C1=O (stereo not given)	5	-1	-4	-5	/	-1.2	-4	-1.2	-0.2
CC(C)(C)OC(=O)NCCCC[C@H](NC(=O)c1nc[nH]c1C(=O)N1CCN(C(=O)OC(C)(C)C)CC1)C(=O)OC(C)(C)C	8	-4	0	13	1.9	-0.5	-2	-1.8	1.4
Oc1ccc(Br)cc1CNn1cnnc1	8	-10	-7	-4	/	-0.1	2	-1.2	0.3
C/C(CC(=O)N1CCN(C=O)CC1)=N\NC(=O)c1cc2ccccc2cc1O	-6	0	-1	21	/	0.5	-2	5.6	6.0
COc1ccccc1CNCc1ccc(C)cc1	3	1	-3	-4	1.7	-0.9	-16	-0.2	-0.1
CCN(CC)C(=O)N1CCN(C)CC1	-2	-1	5	8	0.7	0.0	5	-1.9	0.3
CCOc1ccc(CC2(CCc3ccncc3)C(=O)NC(=O)NC2=O)cc1	5	-2	4	1	7.3	-1.0	3	-2.4	-0.3
COC(=O)COc1ccc(S(=O)(=O)N2CCN(c3ccc(OC)cc3)CC2)cc1	11	-10	3	-1	1.2	-1.3	-5	-3.6	0.8
O=C(Oc1ccc(C(=S)N2CCOCC2)cc1)c1ccccc1	6	-8	6	-5	1.8	-0.1	1	-1.8	-0.5
c1ccc(CCSc2ncnc3nc[nH]c23)cc1	21	-1	11	-3	1.9	-0.4	-2	0.0	0.5
N#C/C(=C/c1cccs1)c1nc2ccccc2[nH]1	-19	3	-7	14	/	0.6	-4	-2.9	-0.6
COc1ccc2cc(CO)n(C)c2c1	-7	-8	-7	0	0.7	0.7	-17	-2.7	-2.1
CC1CCc2sc(C(=O)OCC(=O)NCc3ccccc3)cc2C1 (stereo not given)	-2	-2	-1	7	/	-0.6	-2	-1.1	0.0
CCCCC12CN3CCN(CC(C3)/C1=N\NC(=O)Nc1ccccc1)C2	-3	0	-5	-6	/	1.9	20	1.9	0.0
O=C(CSc1nccn(-c2ccc(Br)cc2)c1=O)Nc1ccccc1F	0	0	3	-3	0.4	11	25	-1.0	-0.2
O=C(Cc1c(F)cccc1Cl)NNC(=S)Nc1ccc(S(=O)(=O)Nc2ncccn2)cc1	3	1	0	8	0.9	-1.9	-9	/	1.2
COc1ccccc1Oc1ccc(S(=O)(=O)Nc2cccnc2)cc1	13	-10	-4	-16	/	?	2	-4.2	0.9
COc1cc(NC(=O)CCc2nc(-c3cccs3)no2)cc(OC)c1OC	-9	8	0	-10	/	2.2	42*	-0.3	-1.6
Cc1nc2ccccc2n1CC(=O)c1ccc(O)c(O)c1	-2	4	5	5	2.9	0.8	7	-2.2	5.9
CCOc1ccc(CN(C)CC(=O)NCc2ccc(F)cc2)cc1	-8	0	11	-15	1.0	-1.1	9	-0.1	-0.6
O=C(N/N=C/c1cc(Cl)ccc1O)c1ccc(Br)cc1	2	0	0	11	/	2.6	1	1.5	0.0
CC1CCN(c2ccc(/C=N\Nc3nncn3N)cc2[N+](=O)[O-])CC1	-5	-5	-6	88*	/	-0.6	-21	0.7	-1.4
COC(=O)C(NC(C)=O)(Nc1cccc(C)n1)C(F)(F)F (stereo not given)	6	-2	10	-8	0.5	?	?	-0.1	1.8
COC(=O)Cc1c(C)nc(SCc2ccccc2)[nH]c1=O	-1	3	1	-12	0.8	-2.4	-11	-1.5	1.2
CCNC(=S)N/N=C/c1cc(C)ccc1C	7	0	8	14	-0.2	-0.4	-8	-1.0	2.3
CN(Cc1ccc(Cl)c(Cl)c1)C(=O)c1ccccc1SCC(=O)N1CCCC1	1	-2	29	1	0.3	-6.8	-12	-3.0	0.5
O=C(NC1CCCCC1)C1CCN(S(=O)(=O)N2CCCCCC2)CC1	0	-2	-10	-3	/	1.2	5	-1.8	-0.6
CC(C)(C)NS(=O)(=O)c1ccc2[nH]c3c(c2c1)CCCCC3	0	3	13	2	0.9	-2.9	?	0.1	1.3
CCOC(=O)c1c(C)[nH]c(C(=O)OCC(=O)N(C)C2CCS(=O)(=O)C2)c1C (stereo not given)	9	0	0	10	/	-0.1	-1	-2.4	-0.4
c1ccc(-n2ncc3c(N4CCN(c5ccccn5)CC4)nc(N4CCCCCC4)nc32)cc1	4	-3	3	8	/	2.0	1	-2.8	0.2
NCCCCCC(=O)N/N=C/c1ccc2nccnc2c1	-24	43*	0	4	0.8	-0.3	?	-4.1	-0.5
COC(=O)CN(n1cnnc1)S(=O)(=O)c1ccccc1	-3	-6	-2	0	/	1.5	4	-2.2	0.3
CCc1ccc(OCC(=O)NC(C)(C)C)cc1	5	0	3	-20	/	-0.8	-3	0.3	-0.6

# Some of the entries so far, with values under each structure:
# Values run as follows: PrPC surface inh, Anthrax LF prot, Yp Topo-I inh, CCHF vOTU inh, TcdB GH inh, BoNT A protease, BoNT F protease, FadD28 FP inh, PfHsp40 rescue
- CC1CCN(c2ccc(/C=N\Nc3nncn3N)cc2[N+](=O)[O-])CC1
    -5, -5, -6, 88*, /, -0.6, -21, 0.7, -1.4
- COC(=O)CN(n1cnnc1)S(=O)(=O)c1ccccc1
    -3, -6, -2, 0, /, 1.5, 4, -2.2, 0.3
- CCOC(=O)c1c(C)[nH]c(C(=O)OCC(=O)N(C)C2CCS(=O)(=O)C2)c1C (stereo not given)
    9, 0, 0, 10, /, -0.1, -1, -2.4, -0.4

# (cont.)
Structure	PrPC surface inh	Anthrax LF prot	Yp Topo-I inh	CCHF vOTU inh	TcdB GH inh	BoNT A protease	BoNT F protease	FadD28 FP inh	PfHsp40 rescue
COc1cc2c(NCCCCCO)ncnc2c(OC)c1OC	10	4	-3	12	2.2	-0.3	3	0.1	/
COc1ccc(NC(=S)c2ccc(N(C)C)cc2)cc1	-5	-1	7	19	/	-0.2	1	0.1	-0.4
COc1ccc2oc(C(=O)NCC(Cc3ccccc3)N(C)C)c(C)c2c1 (stereo not given)	-3	-9	-5	-7	-0.1	-1.2	-24	-2.5	-1.1
CC1(C)CC(=O)C2=C(C1)OC(N)=C(C#N)C2c1cc2c(cc1[N+](=O)[O-])OCO2 (stereo not given)	-11	-2	-3	-3	-0.1	0.4	-3	-3.3	-0.5
NS(=O)(=O)c1ccc(NC(=O)Nc2ccc(C(F)(F)F)cc2)cc1	4	-22	6	6	1.7	-3.1	?	-5.5	/
CCNC(=O)C1(C)CCN(Cc2ccc(-c3ccccc3)cc2)C1 (stereo not given)	-1	1	0	2	1.0	-0.2	1	-2.8	/
Cc1noc(C)c1COc1ccccc1C(=O)N(C)CC(=O)Nc1ccc(F)c(F)c1F	7	/	-4	-5	-1.6	/	/	-2.9	0.6
O=C1NC[C@H](CCCCN2CCN(CC3CCCCC3)C(=O)C2=O)N(CCC2CCCCC2)C1=O	3	2	/	8	0.2	-1.5	-6	/	/
COc1ccc(N(CC(=O)Nc2cc(Cl)ccc2OC)S(=O)(=O)c2c(C)noc2C)cc1	14	-3	19	-4	/	?	-5	-3.6	0.0
O=C(Cn1c2ccccc2c2nc3n(c(=O)c21)CCCS3)Nc1ccccc1	-10	0	3	11	0.9	-1.9	-7	-2.6	1.1
O=C(Nc1ccc(Br)cc1Cl)NC1CC1	4	-1	0	-2	1.1	-0.1	2	-3.3	-1.4
O=C(NCc1cn2ccccc2n1)c1ccccc1	-2	0	-1	-7	/	0.8	6	-0.7	0.3
COc1cc2cc(CN(Cc3cccnc3)C(=O)NCc3ccccc3)c(=O)[nH]c2cc1OC	-2	-2	5	-23	/	0.2	-4	-2.0	0.5
O=S(=O)(c1cnc[nH]1)N1CCN(c2ccccc2)CC1	10	4	1	2	-0.5	0.5	-4	-0.1	-0.5
CCC(C)CCN1C(N(C)C)=NC[C@@H]1C (stereo not given in full)	-5	-2	-11	4	1.9	-0.4	-5	-2.1	-1.3
